From PubChem
TSHR antagonist – antagonists of human thyroid stimulating hormone receptor; P16473; TSHR-expressing cells, TSH-stimulated cAMP HTRF, 2 h; stronger effect = lower value; activity change, negative = inhibition, % at 11.5 µM; actives 0.2% (n = 330,000); AID 504810;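 active = activity change below a set negative limit, meaning inhibition stronger than a set level, cut at about -70% in these data; inconclusive = activity change between two set negative limits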; note: % is set by controls: 0 for no effect and ±100 for the full control effect
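Antagonism was scored as loss of TSH-driven cAMP in TSHR cells, stimulated with 4nM TSH (EC80) for 2 hours at 37 deg C and detected by homogeneous HTRF competition immunoassay.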
BCR signal inh – inhibitors of chronic active B-cell receptor signaling. ABC-DLBCL IkBa-CBG/CBR reporter, luminescence ratio, 4 h. Potency, µM (highest dose often 46.1 µM), without a hit: at the highest dose ratio change, negative = lower green/red ratio, actives largely listed as inhibitors. actives 0.05% (n = 340,000). AID 493014; active = well fitted inhibition curve with a large enough effect in the signal ratio, with a control signal flat, not every such curve was filed as active; inconclusive = small, poorly fitted or top-dose-only effect, or effect the other way, or a change in a side signal; the % refers to the signal ratio;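 note: potency is the fitted concentration of half-maximal effect; plate controls were basal doxycycline-induced cells for no effect and cells given 10 µM MG132 for full effect; MG132 reads +100%, hits lower the ratio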
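Cell line TMD8 (human ABC DLBCL), stably expressing tet-inducible CBG68-IkBa fusion and CBR; IMDM/0.5% FBS; cpd up to 46 uM; dox induction, 4 h, 37C/5% CO2; dual luminescence; green/red ratio; MG132 control.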
Tb PFK block – T. brucei PFK enzyme inhibition | O15648 | Potency, µM (top dose mostly 57.5 µM), for inactives: at the highest dose activity, negative = inhibition, actives largely listed as inhibitors | T. brucei PFK, ADP-Glo luminescence | actives 0.17% (n = 330,000);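 note: potency is the fitted concentration of half-maximal effect; 0% = uninhibited 1x PFK enzyme wells and -100% = no-enzyme wells; nearly all actives have a fitted effect of over 60% in size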
Target sequence (O15648 whole entry, looked up): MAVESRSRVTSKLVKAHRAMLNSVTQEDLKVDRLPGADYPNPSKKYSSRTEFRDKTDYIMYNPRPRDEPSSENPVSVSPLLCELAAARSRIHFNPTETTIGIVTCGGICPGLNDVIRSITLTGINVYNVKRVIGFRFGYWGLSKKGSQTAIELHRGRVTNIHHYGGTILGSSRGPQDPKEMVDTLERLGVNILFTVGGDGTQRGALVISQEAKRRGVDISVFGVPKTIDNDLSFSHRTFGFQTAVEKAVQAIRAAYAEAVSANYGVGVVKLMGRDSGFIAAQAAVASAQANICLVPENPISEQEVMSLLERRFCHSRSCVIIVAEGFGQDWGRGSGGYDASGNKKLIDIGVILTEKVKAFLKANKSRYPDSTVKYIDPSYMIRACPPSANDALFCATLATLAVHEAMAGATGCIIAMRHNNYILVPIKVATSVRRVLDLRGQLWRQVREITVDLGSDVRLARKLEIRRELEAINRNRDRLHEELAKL
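PFK 1.25 nM, F6P 0.5 mM, ATP 0.1 mM, 0.1 M TEA pH 8.0, 5 mM MgCl2, 0.01% Tween20, 0.1% BSA; 45 min RT. ADP-Glo readout. qHTS titration up to 57 uM; curves fitted, compounds curve-classed.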
uPA generation – inhibitors of cell surface uPA generation. cell surface uPA generation assay, qHTS. Potency, µM (doses to about 38.3 µM), inactives show top-dose activity change, negative = inhibition, most hits filed as inhibitors. actives 0.31% (n = 330,000); active = well fitted inhibition curve with a large enough effect; inconclusive = small, poorly fitted or top-dose-only effect; inactive = no such curve, though single readings can be large or run the other way; tested in mouse RAW 264.7 cells; note: potency is the fitted concentration of half-maximal effect; % is set by controls: 0 for no effect and ±100 for the full control effect; nearly all actives have a fitted effect of over 55% in size
USP2a inh – blocks human ubiquitin-specific protease USP2a; USP2 core, Ub-CHOP2 coupled fluorogenic reporter, 485/531; Potency, µM (top dose mostly 38.3 µM), for the others: at the highest dose activity change, negative = inhibition, most hits filed as inhibitors; AID 463254; actives 0.01% (n = 330,000); O75604;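 note: potency is the fitted concentration of half-maximal effect; plate controls were DMSO wells for no effect and full inhibition by NEM control for full effect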
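Deubiquitinase activity read as fluorescence (485/531 nm) after Ub-CHOP2 cleavage activates the enterokinase reporter on its substrate; USP2 core 10nM, Ub-CHOP2 and substrate 25nM each, 30min compound preincubation then 60min RT; data normalized to NEM, curves fitted.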
TCR act – activators of T cell receptors. primary human leukocytes, anti-CD3, IL-2 HTRF, 48 h. Potency, µM (highest dose often 9.22 µM), without a hit: top-dose activation of IL-2 secretion, hits mostly activators. 330,000 tested, under 10 active. AID 504894; note: % of control where 0% means no effect
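Primary human leukocytes incubated 48 hr with anti-CD3 beads plus compound, without co-stimulation. Secreted IL-2 measured by HTRF (europium cryptate/d2 anti-IL-2 pair, 320 nm excitation, 665 nm emission).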
PTAP TSG101 blk – blocks PTAP/TSG101 interaction to inhibit HIV-1 budding | AID 493005 | 340,000 tested, under 10 active | Fluorescence polarization, FITC-PTAP peptide / Tsg101 binding | Potency, µM (doses to about 115 µM), for inactives: at the highest dose activity change, negative = inhibition, usual class: inhibitors; active = well fitted inhibition curve with a large enough effect in the main read-out, with a control signal flat, not every such curve was filed as active; inconclusive = small, poorly fitted or top-dose-only effect, or effect the other way, or a change in a side signal; inactive = no such curve, though single readings can be large or run the other way; note: potency is the fitted concentration of half-maximal effect; % of control where 0% means no effect
Target sequence (Q99816 whole entry, looked up): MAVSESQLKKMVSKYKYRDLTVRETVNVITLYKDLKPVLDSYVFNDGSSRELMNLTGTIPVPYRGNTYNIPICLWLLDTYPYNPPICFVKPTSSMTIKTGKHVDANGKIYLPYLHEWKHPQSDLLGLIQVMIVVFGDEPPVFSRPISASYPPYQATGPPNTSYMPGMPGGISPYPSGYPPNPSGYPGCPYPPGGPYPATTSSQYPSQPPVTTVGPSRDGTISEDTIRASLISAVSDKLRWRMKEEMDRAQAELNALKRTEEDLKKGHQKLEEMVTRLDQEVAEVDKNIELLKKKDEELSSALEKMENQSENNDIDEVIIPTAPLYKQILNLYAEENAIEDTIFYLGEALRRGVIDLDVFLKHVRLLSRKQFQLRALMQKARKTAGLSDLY
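Tsg101 binding domain (10 uM final) was mixed with compound and a FITC-labeled PTAP peptide (50 nM final) in HEPES pH 7.5 buffer with NaCl, Tween 20, EDTA and TCEP; fluorescence polarization was read after 20 min at r.t.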
Eya2 inh – Eya2 (human) phosphatase inhibition | actives 0.006% (n = 330,000) | Potency, µM (doses to about 76.9 µM), inactives show at the highest dose activity, negative = inhibition, usual class: inhibitors | O00167 | recombinant Eya2, OMFP fluorescence dephosphorylation (OMFP is methylfluorescein phosphate); note: potency is the fitted concentration of half-maximal effect; % is set by controls: 0 for no effect and ±100 for the full control effect
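Eya2 protein (added as 0.2 uM solution) was preincubated with compound for 10 min at ambient temperature in 50 mM HEPES pH 7.5, 50 mM NaCl, 5 uM MgCl2, 0.05% BSA, 1 mM DTT. OMFP (added at 50 uM) then reacted 10 min; fluorescence read at 485/525 nm.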
Mito fusion act – inhibitors of mitochondrial division or activators of mitochondrial fusion; S. cerevisiae fusion-defective mutant growth rescue, CellTiterGlo 48 h; Potency, µM (top dose mostly 46.1 µM), inactives show at the highest dose growth rescue (activation), most hits filed as activators; actives 0.23% (n = 320,000);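 note: potency is the fitted concentration of half-maximal effect; % of control where 0% means no effect; nearly all actives have a fitted effect of over 45% in size; temperature-sensitive fusion mutants such as fzo1-1 at 37 °C on non-fermentable ethanol glycerol medium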
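Temperature-sensitive fusion-defective S. cerevisiae (e.g. fzo1-1, mgm1-5) were grown with compound in YPEG medium (3% ethanol, 3% glycerol) for 48 hours at 37C. Growth rescue was measured as viability by CellTiterGlo luminescence after 10 minutes at ambient.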
B2AR arrestin – agonists driving beta-arrestin recruitment to human beta2-adrenergic receptor | beta-arrestin recruitment to beta2AR, cell-based reporter | actives 0.02% (n = 330,000) | AID 492947 | P07550 | Potency, µM (titrated, usually from 46.1 µM), for inactives: at the top dose activation, usual class: activators;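 note: potency is the fitted concentration of half-maximal effect; 0% = DMSO controls and full agonism = EC100 isoproterenol or metaproterenol; nearly all actives have a fitted effect of over 65% in size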
ELG1 repair inh – blocks ELG1-dependent DNA repair in HEK293T cells; actives 2.3% (n = 330,000); Potency, µM (series often up to 46.1 µM), without a hit: at the highest dose activity change, negative = inhibition, most hits filed as inhibitors; HEK293T ELG1-luciferase reporter, luminescence, 16 h; DNA damage induced by 5-fluorouridine; note: potency is the fitted concentration of half-maximal effect; % is set by controls: 0 for no effect and ±100 for the full control effect; nearly all actives have a fitted effect of over 55% in size
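Reporter activity after DNA damage by 5-fluorouridine is monitored. Compound-treated cells incubate 16 hr at 37 °C, then ONE-Glo is added for 30 min before luminescence reading.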
Numbers without * were called inactive; ? = inconclusive; nt = not tested or not shown; [ ] = dose if it differs, or a comment. Unless noted, calls come from the whole dose curve; as a rule, active = well fitted curve in the direction sought with a large enough effect; inconclusive = small, poorly fitted or top-dose-only effect, or another doubt; inactive = no such curve, though single readings can be large; an effect the other way counts as inactive or inconclusive.

SMILES	TSHR antagonist	BCR signal inh	Tb PFK block	uPA generation	USP2a inh	TCR act	PTAP TSG101 blk	Eya2 inh	Mito fusion act	B2AR arrestin	ELG1 repair inh
Cc1cccc(C(=O)N2CCN(c3ccc([N+](=O)[O-])c(NCc4ccco4)c3)CC2)c1	1	-22%	0%	-10%	-1%	7%	-4%	-12%	4%	-0.5%	?
Cc1ccc(C(CC(=O)c2ccc(Cl)cc2)C(=O)O)cc1 (configuration not stated)	1	10%	1%	0%	-1%	0%	-1%	2%	1%	0.0%	5%
Cc1cccn2cc(CCNS(=O)(=O)c3ccc4c(c3)OCCO4)nc12	-2	-9%	0%	8%	-2%	5%	-2%	-2%	1%	-0.2%	5%
O=C(CNC(=O)C1CCCCC1)NC1CCCCC1	-1	0%	0%	3%	-1%	nt	-5%	6%	4%	0.5%	?
Cc1ccc(C2=CSC3=NS(=O)(=O)CCN23)cc1C	-11	-14%	1%	1%	-1%	3%	-7%	10%	-2%	-0.2%	-1%
O=c1cccccc1NN=C1CCCCC1	10	2%	-5%	1%	0%	2%	1%	8%	5%	-0.5%	?
O=C(NC1CCCCC1)c1nc2c(nnn2Cc2ccccc2Cl)c(=O)[nH]1	-9	12%	-12%	nt	1%	-6%[46.1 µM]	-2%	5%	17%	-0.8%	-14%
Cc1ccc(S(=O)(=O)c2nc(-c3ccc(F)cc3)oc2N2CCOCC2)cc1	-2	-1%	0%	1%	3%	-4%	-2%	7%	-22%	-0.2%	17%
CCC1(C)COC(C)(CC(=O)NNC(=O)Nc2ccccc2)OC1 (configuration not stated)	1	1%	0%	2%	0%	-5%	-3%	-14%	-4%	-0.2%	5%
COCCNC(=O)c1c(NC(=O)c2nc(SC)ncc2Cl)sc2c1CCCC2	7	2%	-16%	5%	3%	-4%	7%	-21%	5%	0.4%	15%
C=CCNC(=S)Nc1cccc(NC(=S)NCC=C)c1	-11	1%	0%	11%	0%	-3%[46.1 µM]	1%	-8%	2%	0.4%	-5%
CC1(c2ccccc2)NC(=O)N(CCOc2ccccc2)C1=O (configuration not stated)	8	5%	-1%	3%	-1%	7%	-4%	-2%	-5%	0.0%	-8%
CSc1ccccc1C(=O)NC1CCSc2ccccc21 (configuration not stated)	-9	9%	-4%	0%	-2%	1%	1%	1%	-10%	0.0%	0%
COc1ccc2sc(N(CCCN(C)C)C(=O)c3nc4ccccc4s3)nc2c1	1	-8%	-3%	-1%	0%	-3%	-10%	-11%	-1%	-0.2%	?
CC(=O)c1c(C(C)=O)c(C)n(C2CCCCC2)c1C	6	8%	0%	4%	1%	-6%[46.1 µM]	-1%	-2%	8%	1.5%	-18%
COc1cc(NC(=O)COC(=O)/C=C/c2ccc(OC)c(OC)c2)cc(OC)c1	1	-16%	2%	-5%	2%	-4%	1%	-5%	-5%	-1.0%	-15%
COc1ccc(N(C(=O)c2snc(C(N)=O)c2N)C(C(=O)NCc2ccc(F)cc2)c2ccc(C)o2)c(OC)c1 (configuration not stated)	0	-14%	-1%	0%	-2%	-2%	-4%	-3%	2%	0.3%	-8%
COc1cccc(-c2csc3ncnc(Sc4nnnn4C)c23)c1	6	?	0%	?	5%	-4%	3%	8%	nt	0.1%	?
Cc1ccc(C(=O)NC2CCCCCCC2)c(Cl)c1	-4	3%	6%	?	-1%	nt	-5%	3%	3%	0.2%	?
C/C(=N\N)c1c(-c2ccccc2)c2cc(C)ccc2[nH]c1=O	-6	?	-2%	9%	7%	0%	-1%	-30%	-2%	-0.3%	7%
CC(=O)Nc1ccc(/C=N/N2CCCCC2)cc1	11	-26%	-3%	3%	0%	3%	0%	-2%	-9%	-0.9%	?
O=C(N/N=C/c1ccco1)c1cc(-c2ccc3ccccc3c2)n[nH]1	-14	?	2%	-5%	-1%	6%	-2%	-5%	11%	0.0%	-3%
CCOC(=O)C1CCCN(c2nnnn2-c2ccccc2)C1 (configuration not stated)	7	1%	1%	1%	-3%	4%	-3%	7%	-6%	-0.1%	0%
Cc1cccc(C)c1N1C(=O)CCC(C)(C)C1=O	-8	0%	-11%	1%	-1%	-14%	-5%	-11%	-3%	-0.6%	6%
CC(=O)N/N=C(\C)CCc1ccccc1	11	-1%	1%	8%	0%	9%	-6%	1%	-5%	0.0%	20%
Next section
SMILES	TSHR antagonist	BCR signal inh	Tb PFK block	uPA generation	USP2a inh	TCR act	PTAP TSG101 blk	Eya2 inh	Mito fusion act	B2AR arrestin	ELG1 repair inh
O=S(=O)(c1ccc(C2CCCCC2)cc1)N1CCOCC1	-24	-1%	0%	8%	0%	2%	-3%	-7%	0%	-0.9%	-3%
COc1cccc(C2CC(c3ccccc3Cl)n3nc(N)nc3N2)c1 (configuration not stated)	-1	-8%	-4%	nt	1%	5%	-6%	-4%	1%	-0.6%	10%
CCC1CCCCN1CCCNC(=O)c1ccc(CS(=O)(=O)c2ccccc2OC)o1 (configuration not stated)	-2	-4%	1%	-1%	-4%	-3%	-7%	9%	5%	0.4%	3%
CCC(c1c(C)[nH]oc1=O)c1c(C)[nH]oc1=O	5	0%	5%	2%	0%	-2%	1%	10%	-2%	-0.3%	?
COc1ccc2oc(=O)c(-c3nc4ccccc4o3)cc2c1	-15	-6%	4%	-1%	0%	4%[46.1 µM]	-7%	0%	0%	0.0%	?
Cc1nc2sc3c(c2c(=O)o1)CCC3	11	?	-3%	3%	1%	5%	-1%	2%	5%	0.2%	-5%
O=C(Nc1cccn2ncnc12)C(F)(F)F	-3	3%	-1%	2%	-1%	-13%	2%	3%	-2%	-1.1%	-1%
CSc1nc2ccc(NS(=O)(=O)c3c(Cl)cccc3Cl)cc2s1	33	?	7%	5%	-3%	5%	-3%	-8%	5%	-1.2%	12%
COc1ccc(C(CC(=O)O)NC(=O)Cc2ccccc2)cc1OC (configuration not stated)	0	0%	0%	-3%	-1%	-4%	-5%	-3%	-2%	-1.3%	7%
CCN(C[C@H]1N[C@@](C)(C(=O)OC)[C@H]2C(=O)N(C)C(=O)[C@@H]12)C(=O)c1ccccc1	1	0%	2%	2%	1%	-1%	-7%	0%	nt	0.2%	10%
CCCN1Cc2cccc(C(=O)NC3CCCC3)c2C1=O	4	0%	-8%	-2%	1%	-1%	-3%	0%	3%	0.1%	-5%
COC(=O)c1cc2ccsc2n1CC(=O)NCC1CCCO1 (configuration not stated)	-3	4%	1%	3%	0%	2%	-3%	-13%	0%	-0.7%	2%
CCc1cc2c(NC(Cc3ccccc3)C(=O)O)ncnc2s1 (configuration not stated)	-5	-1%	-3%	-1%	-1%	-4%	-8%	0%	1%	-0.9%	2%
COc1ccc(C(=O)NNC(=O)CN2CCC(n3nnc4cc(C)ccc43)CC2)cc1	8	0%	-1%	0%	9%	6%[46.1 µM]	0%	0%	-7%	0.2%	-3%
CCCCCCCC1CC(CSc2ncn[nH]2)OC1=O (configuration not stated)	-8	?	-1%	12%	-1%	0%[46.1 µM]	-3%	4%	10%	0.3%	-3%
O=C(NCC1CCCO1)c1ccc2c(=O)n(Cc3ccc(Cl)cc3)c(=S)[nH]c2c1 (configuration not stated)	6	0%	1%	0%	-2%	nt	-4%	-14%	0%	-0.2%	0%
Cc1cc[n+](-c2[nH]c(=O)sc2/C=N/NC(=O)c2ccccc2[O-])cc1C	-7	?	?	1%	0%	-7%[46.1 µM]	-12%	-5%	-2%	-0.9%	28%
COc1ccc(C(=O)N[C@H]2CCCCNC2=O)cc1OC1CCN(C(C)C)CC1	-8	-2%	-1%	8%	1%	-3%	-2%	12%	-4%	0.4%	-1%
O=C1c2ccccc2C(=O)N1CCc1nc(-c2ccc(Cl)cc2)no1	-34	?	-2%	0%	3%	2%	-6%	-2%	13%	0.2%	0%
Cc1ccc(C)c(C(=O)CCC(=O)N2CCN(c3ncccn3)CC2)c1	2	0%	-3%	-12%	-1%	2%	-1%	18%	6%	-1.3%	3%
CCN(CC)S(=O)(=O)c1ccc(NC(=O)c2c(-c3ccccc3)noc2C)cc1	-15	-14%	2%	-15%	4%	-3%[46.1 µM]	-2%	-2%	19%	-0.4%	?
COc1ccc(CNC(=O)N2CCN(C(=O)c3ccccc3)CC2)cc1	7	-7%	-1%	-2%	1%	-21%	-2%	18%	1%	-0.4%	0%
O=C1CC(C(=O)NCCc2ccccc2)SC(=Nc2ccccc2)N1 (configuration not stated)	-11	-4%	2%	7%	-1%	-2%	0%	-3%	-15%	0.0%	-7%
CCO[C@H]1OC(C(=O)NCc2ccccc2)=C[C@@H](c2cn(C(C)=O)c3ccccc23)[C@@H]1CCCO	-2	-10%	-2%	6%	-1%	6%	-4%	-3%	4%	-0.2%	?
O=[N+]([O-])c1nn(-c2ccccc2)n(O)c1=NCCc1ccccc1	10	9%	-8%	-10%	2%	6%[46.1 µM]	-7%	-12%	18µM*	-0.7%	?
